Bioassay records as filed in PubChem BioAssay.
hcGAS inh = human cGAS inhibition. AID 1259398. recombinant h-cGAS, ATP depletion, Kinase-Glo luminescence. Q8N884. 290,000 compounds, 0.081% hits. inhibition, % at 12.5 µM;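 note: 0% = vehicle reaction and 100% = reaction without DNA for no activity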
Target sequence (Q8N884 whole entry, looked up): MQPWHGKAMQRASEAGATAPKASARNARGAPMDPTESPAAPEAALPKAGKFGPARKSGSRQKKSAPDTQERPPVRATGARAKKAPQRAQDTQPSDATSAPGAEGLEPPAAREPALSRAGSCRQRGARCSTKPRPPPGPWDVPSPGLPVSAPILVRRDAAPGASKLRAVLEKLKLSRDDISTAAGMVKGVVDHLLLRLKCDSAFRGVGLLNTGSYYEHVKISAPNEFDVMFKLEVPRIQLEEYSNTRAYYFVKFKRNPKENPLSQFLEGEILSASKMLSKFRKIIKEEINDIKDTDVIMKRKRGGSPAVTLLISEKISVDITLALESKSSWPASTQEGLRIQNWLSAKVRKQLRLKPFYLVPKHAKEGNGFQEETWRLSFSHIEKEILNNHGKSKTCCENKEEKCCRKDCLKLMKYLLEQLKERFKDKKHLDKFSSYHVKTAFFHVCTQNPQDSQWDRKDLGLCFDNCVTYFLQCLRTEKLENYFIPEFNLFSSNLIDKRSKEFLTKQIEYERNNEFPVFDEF
mcGAS lum = mouse cGAS inhibition by luminescence; Q8C6L5; recombinant cGAS, Kinase-Glo ATP depletion luminescence; inhibition, % at 12.5 µM; 160,000 compounds, 0.15% hits;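 note: 0% = negative control wells and 100% = reference inhibitor with no enzyme activity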
NPYLR7 ag = activates Aedes aegypti NPYLR7 receptor; HEK293T NPYLR7/Galpha15, GCaMP6s calcium fluorescence; activation, % at 10 µM; 270,000 compounds, 0.15% hits; in the data active = activation above about 40%;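 note: 0% = vehicle and 100% = reference agonist at the receptor; some compounds past the cut are filed as inactive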
* marks the source's active call; other numbers are inactive results; · = no result given; & = joins results of further samples. Cut-off read from the data, not from the text of the source, unless noted: active = inhibition above about 40%; inactive = the rest.

The line under a structure holds: hcGAS inh, mcGAS lum, NPYLR7 ag
CN(C)c1cccc(C(=O)NC2CCN(C(=O)c3ccncc3)C2)c1 (stereo not given)
 : -2, ·, -23
CCCCC(CC)C(=O)N1CCN(c2nccc(-c3ccc(N4CCOCC4)cc3)n2)CC1 (stereo not given)
 : -10, -8, -6
COc1ccc(C=C(C#N)S(=O)(=O)c2ccc(C)cc2)cc1
 : -2, -2, 2
COc1ccc(F)c(F)c1C(=O)N1C[C@@H]2[C@@H]3CC[C@@H](C3)[C@@H]2C1
 : -3, -12, 7
CC(=O)N1CCC(NC(C)c2ccc3c(c2)CCO3)CC1 (stereo not given)
 : -17, ·, 11
COc1ccc(NC(=O)NC2CCCN(S(C)(=O)=O)C2)cc1C (stereo not given)
 : -4, ·, 4
CCOc1ccccc1Nc1nnc(SCC(=O)NC2(C#N)CCCC2)s1
 : -3, -2, -1
CCOc1ccc(N)cc1S(=O)(=O)N(C)C
 : -11, ·, 1
Cc1nc(NC2=NCN(C(C)C)CN2)nc2ccccc12
 : -4, ·, 5
Cc1ccsc1C(=O)N1CCC1(C)C(=O)Nc1cccc2ncccc12 (stereo not given)
 : -5, ·, 7
Cc1ccccc1CSc1nnc(N)s1
 : -8, ·, 9
Cc1ccc(C(C2Sc3nc(-c4ccco4)nn3C2=O)N2CCC3(CC2)OCCO3)cc1 (stereo not given)
 : -6, -7, 0
COCC(C)NCCN1CCCc2ccccc21 (stereo not given)
 : -7, ·, 0
O=S(=O)(CCCF)NCc1ccnc(Oc2ccc(F)cc2)c1
 : -5, -11, 0
COCCN(CC(=O)N1CC(=O)N(c2ccc(Cl)cc2)C1)C(=O)c1ccccc1C
 : -1, -11, 28
Cc1cc(C(=O)Nc2sccc2C(N)=O)nn1C
 : -7, ·, 4
CCc1ccc(CN2CC(C(=O)N3CCC4(CCCO4)CC3)CC2=O)cc1 (stereo not given)
 : -6, -14, 5
CC(C)c1nc(CN(C)C(=O)CC2C(=O)N(C)C(=O)N2C)cs1 (stereo not given)
 : -4, -7, -2
COCCOc1nc(-c2cccs2)n(-c2ccc(NC(=O)Nc3ccccc3C)cc2)n1
 : 0, -7, 13
COc1ccc(CC(=O)Nc2cc(-c3cn4nc(OC)ccc4n3)ccc2C)cc1
 : -4, 0, -7
CCOC(=O)CCc1c(C)nc2ncnn2c1N1CCN(C(=O)c2cccc(Cl)c2)CC1
 : -4, -7, 28
CC(C)c1nnc(SCC(=O)NC2CCCC2)c2c1cnn2-c1ccccc1
 : -4, -11, -11
COC(=O)c1ccc2c(c1)C(=O)/C(=C/c1cccc(O)c1)O2
 : 10, ·, -3
Cc1cnn(CC2CCN(CC(O)COCC3CCCO3)CC2)c1 (stereo not given)
 : -4, ·, -3
CC(=O)Oc1cccc(C(=O)N2CCC(c3cn(C)c4ccc(C)cc34)CC2)c1C
 : -7, -6, 5
COc1ccc(S(=O)(=O)NC(CC(=O)O)c2ccccc2)cc1 (stereo not given)
 : 4, 1, -4
CCCN1C(=O)C(c2c(CC)[nH]n(-c3cc(C)ccc3C)c2=O)=C(N2CCC(C)CC2)C1=O
 : -4, -3, 6
O=C(O)C1CN(c2nc(-c3ccccc3)nc3c2CCC3)CCN1 (stereo not given)
 : -1, ·, -1
Cc1nc(SCC#N)c2c(C)c(C)sc2n1
 : -4, -6, 13
CCC(c1cccnc1)N(C)Cc1ccccn1 (stereo not given)
 : -4, ·, 5
CC(=O)OCC(=O)N1CCC(c2cn(C)c3ccc(C)cc23)CC1
 : -6, -8, 35
COc1cc(C#N)ccc1OCc1ccccc1Br
 : -6, ·, -1
COc1cccc(C(=O)Nc2n[nH]c(-c3ccc(OC)cc3OC)n2)c1
 : -1, -5, 0
COc1ccccc1C(C)N(C)C(=O)Cn1cnc2ccccc2c1=O (stereo not given)
 : -1, -15, ·
CN(C)Cc1ccccc1-c1ccc2n(c1=O)C[C@H]1C[C@@H]2CN(C(=O)NC2CCCCC2)C1
 : -3, -4, 21
Cc1cc(C(=O)Nc2ccc(N3CC(C)OC(C)C3)nc2)c(C)n1C1CC1 (stereo not given)
 : -2, ·, -3
CS(=O)(=O)Oc1ccc(Cl)cc1CN(Cc1ccco1)C(=O)c1cccc(F)c1
 : -10, -7, 10
CCc1ncc(CN(C)Cn2ncn(C)c2=S)s1
 : -15, ·, 6
CN(CCCNC(=O)c1cc2cccc(F)c2o1)C(=O)C1CCC1
 : -16, ·, 4
COCCNc1nc2c(c(=O)n(C)c(=O)n2C)n1CCCc1ccccc1
 : -10, -10, ·

Complete entries as entered above. Order of values: hcGAS inh, mcGAS lum, NPYLR7 ag
COc1cc(C#N)ccc1OCc1ccccc1Br reads -6, ·, -1
CCOC(=O)CCc1c(C)nc2ncnn2c1N1CCN(C(=O)c2cccc(Cl)c2)CC1 reads -4, -7, 28

14 consecutive compounds already listed, for reference:
The line under a structure holds: hcGAS inh, mcGAS lum, NPYLR7 ag
CC(=O)Oc1cccc(C(=O)N2CCC(c3cn(C)c4ccc(C)cc34)CC2)c1C
 : -7, -6, 5
COc1ccc(S(=O)(=O)NC(CC(=O)O)c2ccccc2)cc1 (stereo not given)
 : 4, 1, -4
CCCN1C(=O)C(c2c(CC)[nH]n(-c3cc(C)ccc3C)c2=O)=C(N2CCC(C)CC2)C1=O
 : -4, -3, 6
O=C(O)C1CN(c2nc(-c3ccccc3)nc3c2CCC3)CCN1 (stereo not given)
 : -1, ·, -1
Cc1nc(SCC#N)c2c(C)c(C)sc2n1
 : -4, -6, 13
CCC(c1cccnc1)N(C)Cc1ccccn1 (stereo not given)
 : -4, ·, 5
CC(=O)OCC(=O)N1CCC(c2cn(C)c3ccc(C)cc23)CC1
 : -6, -8, 35
COc1cc(C#N)ccc1OCc1ccccc1Br
 : -6, ·, -1
COc1cccc(C(=O)Nc2n[nH]c(-c3ccc(OC)cc3OC)n2)c1
 : -1, -5, 0
COc1ccccc1C(C)N(C)C(=O)Cn1cnc2ccccc2c1=O (stereo not given)
 : -1, -15, ·
CN(C)Cc1ccccc1-c1ccc2n(c1=O)C[C@H]1C[C@@H]2CN(C(=O)NC2CCCCC2)C1
 : -3, -4, 21
Cc1cc(C(=O)Nc2ccc(N3CC(C)OC(C)C3)nc2)c(C)n1C1CC1 (stereo not given)
 : -2, ·, -3
CS(=O)(=O)Oc1ccc(Cl)cc1CN(Cc1ccco1)C(=O)c1cccc(F)c1
 : -10, -7, 10
CCc1ncc(CN(C)Cn2ncn(C)c2=S)s1
 : -15, ·, 6

Next part.
The line under a structure holds: hcGAS inh, mcGAS lum, NPYLR7 ag
O=C(COc1ccc(Cl)cc1)Nc1nccs1
 : -1, -3, -3
Cc1ccc(NC(=O)N(C(C)CS(C)(=O)=O)C2CC2)cc1 (stereo not given)
 : -18, -7, 2
C[C@@H]1CN(C(=O)CC2(CC(=O)O)CCCC2)C[C@H](C)O1
 : -2, 0, -21
COc1ccc(CC2CCN(C(=O)c3ccc(Cl)c(Cl)c3)CC2)cc1
 : -4, -4, 22
CCCCc1ccc(N2CCCn3c2nc2c3c(=O)n(CCOCC)c(=O)n2C)cc1
 : 3, ·, 5
CC(=O)c1ccc(C(=O)N2CCCC(C(=O)c3ccc(Cl)cc3C)C2)cc1 (stereo not given)
 : -7, ·, 15
CCCCOc1ccc(C(=O)Nc2ccc(N3CCC(Cc4ccccc4)CC3)c(C(=O)NCc3ccc(F)cc3)c2)cc1
 : -3, -4, 15
COc1ccc(C(C2Sc3nc(C)nn3C2=O)N2CCC(C(N)=O)CC2)cc1OC (stereo not given)
 : -11, ·, 3
CCCCCN=C(NC(=O)c1ccc(OC)cc1)OCC
 : -6, -5, -3
COc1ccc(-c2ccc(CCC(=O)NCc3c(F)cccc3Cl)n2-c2ccc(SC)cc2)cc1
 : 2, -6, 1
O=C(Nc1ccc(N2CCOCC2)c2nonc12)C1CCCO1 (stereo not given)
 : -9, ·, -3
C[C@H](C(=O)NCc1nccs1)N1Cc2ccc(Nc3ncccn3)nc2C1=O
 : -10, ·, 2
C=CC[C@H]1CC(C)=C[C@H](CC=C)N1C(=O)c1ccc2[nH]c(=O)c(=O)[nH]c2c1
 : -3, ·, 4
Cn1ccc(C(=O)N2CCCCC2C(=O)NC2CCCC2)cc1=O (stereo not given)
 : -5, ·, 6
Cc1ccc(O)c(-c2n[nH]c3c2C(c2ccc(F)cc2)N(C)C3=O)c1 (stereo not given)
 : -5, -15, 8
COCC(=O)N(Cc1ccc(OS(=O)(=O)c2ccc(OC)cc2)cc1)C1CC1
 : -6, -5, -4
CC(C)COCC(N)c1ccco1 (stereo not given)
 : -6, ·, 17
CCc1noc(C)c1C(=O)NC1(c2ccc(Br)cc2)CC1
 : -14, ·, 7
COc1ccc(-c2cc(C(=O)N3CCC(C(N)=O)CC3)n(-c3cccc([N+](=O)[O-])c3)n2)cc1
 : -2, -4, -6
COc1ccc(CCC(=O)NCC2CCCOC2C(C)C)c(OC)c1OC (stereo not given)
 : -8, ·, 12
Cc1nn(C)c(C)c1C1CCCN1C(=O)c1cc(F)cc2[nH]cnc12 (stereo not given)
 : -15, ·, 1
COc1ccc(N2CCN(C(=O)C3CC=CCC3C(=O)NCc3ccco3)CC2)cc1 (stereo not given)
 : -9, ·, -7
CCCc1cc(=O)[nH]c(-n2nc(C)cc2NC(=O)/C=C/c2ccc3c(c2)OCO3)n1
 : -5, -5, 16
NC(=O)c1cnc2n1CCN(C(=O)c1nc(-c3ccccc3)cs1)C2
 : 1, ·, 3
O=C(c1ccco1)N1CCC(c2nc(-c3ccc(F)c(F)c3)no2)CC1
 : -1, 2, ·
Cn1c(=O)c(C(=O)NCc2cccnc2)c(O)c2ccccc21
 : -8, -6, 3
COCc1nc2nc(C)c(CCC(=O)O)c(=O)n2[nH]1
 : -5, ·, -20
CCOC(=O)N1CCN(C(=O)c2cc(-c3cccc(OC)c3)n3nc(-c4ccccc4)cc3n2)CC1
 : -7, -7, 9
CC1Cc2ccccc2N1C(=N)N=C(N)N (stereo not given)
 : -7, ·, 10
Cc1c(-c2ccc(F)cc2)[nH]c2ccc(CNC(=O)[C@H](C)n3cnnn3)cc12
 : -7, ·, 6
O=C(c1ccc(S(=O)(=O)N2CCCCCC2)cc1)N1CCc2ccccc21
 : -4, ·, 0
CCc1nc(-c2c(-c3ccccc3)ncn2CCOc2nonc2C)c(C)[nH]1
 : -2, ·, 11
NC12C[C@@H]3CC1(O)C[C@H](C2)c1ccccc13
 : -2, ·, 8
CCOC(=O)C1CCN(C(=O)c2nn(-c3ccc(C)c(Cl)c3)c(=O)n(Cc3ccc(C(F)(F)F)cc3)c2=O)CC1
 : -5, -5, 15
CN(c1ccccc1)c1ccc(/C=C2/SC(=S)N(c3ccccc3)C2=O)cc1
 : -5, -6, -1
CCCCc1ccc(C(=O)N2CCn3nc(C(=O)N4CCOCC4)cc3C2)nc1
 : -3, -16, -4
CC(CCc1ccccc1F)C(=O)NS(=O)(=O)CC1CC1 (stereo not given)
 : -5, ·, 5
O=c1[nH]cnc2nc(-c3ccccc3)c(-c3ccccc3)nc12
 : -7, ·, -2
CC(C)n1cnnc1CN(C)c1nccc(CCC(F)(F)F)n1
 : -1, ·, 1
CC(C)(C)OC(=O)N1CCC(Oc2ccc(NC(=O)c3cccc(SC(F)F)c3)cc2)C1 (stereo not given)
 : 1, 0, -24
CCc1nnc(C(C)S(=O)(=O)C2CCCc3ccccc32)o1 (stereo not given)
 : -9, ·, 3
c1ccc(Oc2cccc(C3c4cccn4CCCN3Cc3ccncc3)c2)cc1 (stereo not given)
 : -8, -7, 8
O=C(c1ccc2cccnc2c1)N1CCOC(c2ccc(Cl)c(Cl)c2)C1 (stereo not given)
 : -3, ·, 5
Cc1ccc2nc(-c3ccc([N+](=O)[O-])cc3)oc(=O)c2c1
 : -4, -7, 2
Clc1ccc(Cn2ncc3c(N4CCCCCC4)ncnc32)c(Cl)c1
 : 5, -4, -3
CCNc1ccnc(N2CCCC(CCC(N)=O)C2)n1 (stereo not given)
 : 1, ·, -1
CC(=O)NC(C)c1nc2ccccc2n1CC(C)C (stereo not given)
 : 0, ·, -5
FC(F)(F)c1ccccc1-n1ccnc1
 : -5&2, -2&0, -7&2
O=C(NCc1ccco1)Nc1ccc(Br)cc1Br
 : 0, ·, 10
COc1ccc(-c2cnc3ncnn3c2N2CCN(C(=O)c3c(-c4c(Cl)cccc4Cl)noc3C)CC2)cc1
 : 5, 7, -7
Cc1cc(C(C)NC(=O)C2CC(=O)N(CC(F)(F)F)C2)c(C)s1 (stereo not given)
 : -6, ·, 8
CCN1CCN(c2nc(Nc3ccc(C)c(Cl)c3)c3nccnc3n2)CC1
 : 3, ·, 1
Cn1cc(CN(Cc2ccncc2)CC2CCCO2)c(-c2cccc(Cl)c2)n1 (stereo not given)
 : -9&-3, -3, 3&-5
COc1ccc(/C=C2\C=C(c3ccccc3)N(c3ccc(Cl)cc3)C2=O)cc1
 : 0, 1, -2
CCOc1ccc(C2c3[nH]c4ccccc4c3CCN2C(=O)c2snnc2C)cc1 (stereo not given)
 : 2, -13, 7
Cc1nc(C)n(C)c(=O)c1-c1ccccc1
 : -4, ·, -3
COCCN(CC(=O)Nc1cc(-c2ccccc2)nn1-c1ccc(F)cc1)C(=O)Nc1ccccc1C(F)(F)F
 : 2, -4, 0
O=c1c2nnn(-c3ccc(F)cc3)c2ncn1C/C=C/c1ccccc1
 : 1, ·, 8
COCCC1(CO)CCCN(c2ncc(F)c(OC)n2)C1 (stereo not given)
 : -10, -5, ·
Cc1csc(NC(=O)CSc2nc(=O)n(Cc3ccncc3)c3c2CCC3)n1
 : -3, -7, 1
O=C(C1COc2ccccc2C1)N(Cc1ccco1)C1CC1 (stereo not given)
 : -7, ·, -1
C1=C/COCc2cc(ccc2OCCN2CCCC2)Nc2nccc(n2)-c2cccc(c2)COC/1
 : -5, -8, 1
